Compound activity deposited in PubChem by Broad Institute.
ERp5 block – inhibitors of ERp5-driven insulin aggregation, primary screen, biochemical, turbidity, absorbance 650 nm, single point. Protein disulfide-isomerase A6 (Homo sapiens), Q15084. 90 min. inhibition, % at 9.99 µM. actives 0.05% (n = 350,000). AID 651711, 2012;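 active = mean replicate inhibition above about 25%, with every replicate also reaching it, limit read from the data, passing the limit was not always enough; inconclusive = only one of those two criteria met; inactive = neither criterion met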
Target sequence (Q15084 whole entry, looked up): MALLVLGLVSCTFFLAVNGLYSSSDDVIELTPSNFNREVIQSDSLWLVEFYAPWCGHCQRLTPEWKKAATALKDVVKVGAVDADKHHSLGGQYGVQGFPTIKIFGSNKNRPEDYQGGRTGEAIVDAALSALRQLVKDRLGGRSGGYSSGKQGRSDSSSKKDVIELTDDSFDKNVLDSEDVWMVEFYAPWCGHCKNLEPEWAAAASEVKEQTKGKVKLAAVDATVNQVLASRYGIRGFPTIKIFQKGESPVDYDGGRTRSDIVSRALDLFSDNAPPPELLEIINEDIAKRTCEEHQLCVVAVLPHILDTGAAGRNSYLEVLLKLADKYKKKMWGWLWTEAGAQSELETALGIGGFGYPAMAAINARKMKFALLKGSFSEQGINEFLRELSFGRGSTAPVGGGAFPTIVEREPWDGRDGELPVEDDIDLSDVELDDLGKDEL
PAX8 inh HTS – inhibitors of PAX8-driven TPO luciferase reporter, primary screen, RMG-I cells, single concentration. actives 1.2% (n = 360,000). SteadyGlo, 24 h. inhibition, % at 12.6 µM;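 active = mean replicate inhibition at least 60% with every replicate also reaching 60%; inconclusive = only one of the two criteria is met; inactive = mean below 60% and not all replicates reaching 60%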;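 also: luciferase light reporting Pax8 driven TPO promoter activity; plate controls were median of neutral control wells for no effect and mitoxantrone controls for full effect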
EWS-Fli block – EWS/Fli-driven NR0B1 reporter inhibitors, primary screen, A673 cells, NR0B1 luciferase, luminescence, MLPCN library. viability-normalised. inhibition, % at 12.6 µM. actives 0.67% (n = 350,000). AID 651661, 2012;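 active = mean inhibition of at least 50% after viability correction, with every replicate also passing that limit; inconclusive = mean reaches 50% but only one of two replicates passes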;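 also: firefly luciferase signal divided by Alamar Blue viability fluorescence both relative to DMSO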
F508del corr – F508del CFTR correction, initial screen, CFBE line, single point; activity (quench increase), % at 7.58 µM; actives 0.36% (n = 350,000); CFBE cells, YFP halide quenching; stimulated with forskolin plus potentiator P3; % fluorescence drop versus neutral controls;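 active = mean added fluorescence quench of at least 8% versus neutral control, with both replicates also reaching 8%; inconclusive = only one of the mean or replicate conditions met; inactive = mean below 8% and not both replicates reaching 8%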;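 also: cells transiently co-express mutant CFTR-F508del with the halide-sensitive YFP; corrector assay measuring rescue of mutant channel to the surface after 24 h compound exposure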
ARNT TACC3 PPI – disruptors of ARNT/TACC3 protein interaction, primary screen, biochemical, AlphaScreen, single concentration | actives 0.66% (n = 390,000) | inhibition, % at 9.99 µM | AlphaScreen His-ARNT PAS-B/GST-TACC3 binding, luminescence; TACC3 fragment carries E629A point mutation | AID 623870, 2012 | Transforming acidic coiled-coil-containing protein 3 (Homo sapiens), Q9Y6A5;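 active = mean inhibition of replicates at least 50% and at least half of replicates each reaching 50%; inconclusive = half or more replicates reach 50% but mean below 50%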;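 also: 0% = complete ARNT plus TACC3 wells and 100% = ARNT alone without TACC3; many hits fall short of the cut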
GSIS activator – GLuc luminescence reporter in INS-1E cells, primary screen for activators of glucose-dependent secretion of insulin; INS-1E GLuc reporter insulin secretion, 2-3 h; activation, % at 16.6 µM; actives 0.61% (n = 370,000); AID 743287, 2014;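 active = lowest replicate activation of at least 40%, so every replicate reaches that level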;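 also: 0% = median of neutral control wells and 100% = median of IBMX positive control wells; some compounds called inactive have numbers as strong as hits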
Xi reactivation – activators of inactive X chromosome reactivation, primary screen, imaging, XiGFP fibroblasts, GFP high-content imaging, set 2. activation, % at 7.58 µM. actives 0.055% (n = 360,000). AID 743238, 2013. XiGFP mouse fibroblasts, % GFP-positive cells imaging, 3 d; cells co-treated with 5-aza-dC sensitizer; scaled so ellipticine positive control = 100%;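 active = mean normalized replicate activation at least 10% and every replicate at or above 10%; inconclusive = only one of the two criteria met; inactive = mean below 10% and not all replicates reach 10%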;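 also: 0% = median of on-plate neutral control wells and 100% = ellipticine 6 µM median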
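Material: XiGFP fibroblasts, SV40-immortalized; Buffer or medium: DMEM containing 5-aza-dC; Compound dosing: single point; Times: 3 days compound exposure.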
DENV2 CPE rescue – inhibitors of DENV2 cytopathic effect, primary screen, cell-based, plate reader, single concentration; DENV2-infected cells, cytopathic effect rescue; CPE inhibition, % at 9.99 µM; actives 1.7% (n = 350,000); AID 651640, 2012; in the data active = CPE inhibition above about 20%, passing the limit was not always enough; inconclusive = no clear call, values can overlap the other calls; tested in BHK-21 cells;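 also: 0% = median of neutral control wells and 100% = median of positive control wells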
An asterisk follows results filed as active; ? = inconclusive; · = no result given. These rows are one share of the data; the hit share may differ from the screen's.

mol,ERp5 block,PAX8 inh HTS,EWS-Fli block,F508del corr,ARNT TACC3 PPI,GSIS activator,Xi reactivation,DENV2 CPE rescue
CCN(CC)C(=O)c1ccc(NC(=S)NC(=O)CCc2ccccc2)cc1,8,20,·,-0.8,2,-2,-0.1,-8
CN(C)C(=O)Oc1cccc(OCc2n(C)c3ccccc3[n+]2C)c1,0,0,7,-2.3,-5,2,0.2,1
CC(C)(C)c1cc([N+](=O)[O-])cc(C(C)(C)C)c1O,2,67*,2,3.9,·,11,0.0,-1
O=C1C(=O)c2cccc3cccc1c23,-3,15,26,3.6,-5,-8,0.7,9
COc1c(OP2(=S)OCC(C)(C)CO2)cnn(C2CCCCC2)c1=O,4,5,-7,-0.5,·,-8,0.0,3
COc1ccc(CNCC(=O)N2CCC3(CC2)OCCO3)cc1,1,·,5,-2.4,5,-6,·,-4
c1cc(OCCN2CC2)ccn1,8,-18,-11,-2.7,0,·,0.1,0
CNC(=O)OCCc1nccn1C,·,12,·,·,-6,13,0.0,·
COc1c(C)cc(C(=O)C2CCCN(C3CCOCC3)C2)cc1C (centres undefined),-7,-8,-11,-1.7,-12,·,0.0,-11
CNC(=O)Oc1cccc(-c2cn3cc(Cl)ccc3n2)c1,·,14,·,·,-8,39,0.1,·
C=CC[N+]1(C)CC[C@]23c4c5ccc(O)c4O[C@H]2C(=O)CC[C@@]3(O)[C@H]1C5 (some centres undefined),-5,-8,-2,-1.6,-2,·,0.1,4
CCN1CCN(c2cc(=O)n3ccccc3n2)CC1,-4,-8,-1,-2.2,4,8,0.0,2
COc1ccc(C(=O)C2CN(C)CC2c2ccc(Cl)cc2)cc1 (centres undefined),-6,5,5,0.2,-13,-27,0.2,4
CCn1ccnc1CN1CCCC(C(=O)c2cccc(C(F)(F)F)c2)C1 (centres undefined),0,12,7,·,·,13,-0.1,-1
COc1ccc(-c2[nH]ncc2CNC(C)Cc2cccc(C)n2)cc1F (centres undefined),-5,-7,1,1.6,-3,21,0.0,4
CC1(C)CC(CCNCc2ccc3c(c2)OCO3)(Cc2ccccc2)CCO1 (centres undefined),0,-4,8,0.3,-1,-15,0.2,8
O=C(c1cc(F)ccc1F)C1CCCN(Cc2cc(Cl)ccc2O)C1 (centres undefined),-3,1,-34,-1.3,-6,·,0.0,1
CCCNS(=O)(=O)c1ccc(OCC(=O)N2CCN(Cc3ccc4c(c3)OCO4)CC2)c(C)c1,3,25,22,-1.0,-15,-14,0.3,-4
COc1cccc(C2CC3C(=O)C=CC2N3Cc2ccccc2)c1 (centres undefined),-3,-2,-2,·,8,-7,0.2,·
C[C@]12CC[C@@H](O)CC1=CCC1C2CC[C@@]2(C)C1CC[C@@H]2N (some centres undefined),0,17,0,2.4,-2,-2,0.1,-9

More structures
mol,ERp5 block,PAX8 inh HTS,EWS-Fli block,F508del corr,ARNT TACC3 PPI,GSIS activator,Xi reactivation,DENV2 CPE rescue
C=CCN1C(=O)/C(=C/c2cc(C)n(-c3cccnc3)c2C)C(=O)NC1=S,-2,1,4,·,5,3,0.6,-7
CCNC(=O)NC(=O)C(C)OC(=O)c1c(C)nn(Cc2ccccc2)c1Cl (centres undefined),11,-8,13,0.9,-5,-33,0.0,-2
CCCC1(CCC)C(=O)NC(=Nc2ccc(C)cc2)NC1=O,-1,6,-1,1.9,·,-4,0.3,4
COc1ccc(C2(c3cccc(O)c3OC)CCN(C(C)=O)CC2)cc1O,-1,-5,5,-0.4,-4,34,0.2,-6
CC1=C(C(=O)O)N2C(=O)C(NC(=O)CCCC(=O)O)C2SC1 (centres undefined),13,3,-3,-2.3,-5,1,0.0,-3
COCCNC(=O)Cn1cc(C=C2C(=O)NC(=O)NC2=O)c2ccccc21,0,5,6,0.6,-14,11,0.0,0
COc1ccc(C2C=C(C)Oc3c2c(=O)oc2ccccc32)cc1OC (centres undefined),-4,16,-21,0.8,·,6,0.0,-10
Cc1cc(OCC(=O)N2CCC(C(=O)O)CC2)c2c3c(c(=O)oc2c1)CCC3,0,·,0,1.8,-3,-2,·,-18
O=C(O)Cn1cc(C(=O)c2ccccc2F)c2ccccc21,0,11,2,-1.6,-1,4,0.0,-7
Cc1nc2ccc(Cl)cc2c(=O)n1-c1ccc([N+](=O)[O-])cc1,0,-5,3,1.2,-8,0,-0.1,-5
COc1ccc2nc(-c3ccc(CN4CCC(n5c(=O)[nH]c6ccccc65)CC4)cc3)c(-c3ccccc3)nc2c1,6,28,9,0.3,·,-10,0.3,16
N#Cc1cc2c(nc1SCC(=O)Nc1ccc(Cl)cc1)C1CCN2CC1,-1,·,-75,-0.7,-27,-47,·,?
CC1=Nc2ccccc2/C1=C/c1c(O)n(C)c(=O)[nH]c1=O,-1,41,7,-0.9,0,1,0.0,3
COC(=O)CSC1=NN1c1cc(C)nc(N)n1,5,-3,2,-0.1,-4,6,0.2,-3
Cc1cc(/C=C2/C(=O)NC(=O)N(Cc3ccco3)C2=O)c(C)n1-c1ccccc1O,3,14,6,-1.9,14,1,?,0
O=C(COc1ccccc1)N1CCN(CCN2C(=O)c3cccc4cccc(c34)C2=O)CC1,0,12,-4,-2.4,1,-43,-0.1,0
N#CCP(=S)(c1ccccc1)c1ccccc1,-2,11,14,·,-9,-15,0.0,1
COc1cccc(CCNCc2ccc(SC)cc2)c1,·,2,·,·,2,5,0.1,·
COc1cccc(NP(=O)(Oc2ccccc2)Oc2ccccc2)c1,·,11,·,·,-6,23,0.4,·
C/C=C/c1ccc(C2[C@@H]3CN(S(C)(=O)=O)C[C@H]2N3)cc1 (some centres undefined),·,10,-7,0.6,·,-7,0.0,62*

The results go on:
mol,ERp5 block,PAX8 inh HTS,EWS-Fli block,F508del corr,ARNT TACC3 PPI,GSIS activator,Xi reactivation,DENV2 CPE rescue
Cc1csc(=N)n1Cc1ccccc1,·,10,·,·,-6,12,0.2,·
COC(=O)[C@H]1[C@H](CO)[C@H]2Cn3c(ccc(C4=CCCCC4)c3=O)[C@@H]1N2C(=O)NC(C)C,-3,-5,3,-0.3,0,9,0.5,-9
Cc1ccc2c(c1)C1CN(C)CCC1N2C(=O)Cc1cccs1 (centres undefined),-1,·,14,-3.3,10,-24,·,-10
CN1Cc2ccccc2-n2nncc2C1,4,-12,-8,6.4,-4,28,-0.1,-3
Cc1ccc2c(c1)C1CN(C)CCC1N2C(=O)c1cn(-c2ccccc2)nc1-c1ccccc1 (centres undefined),-66,3,-2,-1.5,12,-16,-0.1,-6
CC(C)NP(=O)(NC(C)C)OP(=O)(NC(C)C)NC(C)C,2,3,0,-2.3,-6,3,0.0,0
CN1CCN(C(=O)Cc2nc3ccccc3[nH]2)CC1,-1,·,2,3.5,2,0,·,10
CCCN1[C@@H]2c3ccc(-c4cccc(OC)c4)c(=O)n3C[C@H]1[C@H](CO)[C@H]2C(=O)OC,-1,·,-2,-2.6,·,9,0.0,12
O=C(O)COc1ccccc1/C=C1\C(=O)NC(=O)N(CCC2=CCCCC2)C1=O,0,14,2,0.8,4,-6,1.0,-4
CCCCC(CC)COCCCN=Cc1c(O)[nH]c(=S)[nH]c1=O (centres undefined),1,4,18,-1.8,·,2,0.0,10
O=C(CCNS(=O)(=O)c1ccccc1)Nc1ccc(Cl)cc1C(=O)c1ccccc1,·,1,·,·,-7,-27,0.2,·
CN1C(=O)N(C)C(=O)C(CCc2ccncc2)(CCc2ccncc2)C1=O,4,8,9,-2.3,-10,8,-0.1,5
O=C(Cc1ccncc1)N1CCCCN2[C@H](C1)[C@@H](c1ccc(C#CC3(O)CCCC3)cc1)[C@@H]2CO,5,6,·,-1.3,1,12,-0.1,10
O=C(NC12CC3CC(CC(C3)C1)C2)OC1CN2CCC1CC2 (centres undefined),8,11,3,-1.6,·,·,0.1,19
O=C(CN1CCCCC1)c1ccccc1Cl,-2,5,-9,0.1,-5,-2,0.0,0
C[n+]1c2ccccc2nc2ccc(NCCO)cc21,5,-38,-92,-4.5,43,3,0.1,0
CC12CCC(=O)C=C1CCC1C2C(O)CC2(C)C(O)CCC12 (centres undefined),1,6,0,-5.6,-10,2,0.3,3
CCc1cccc(CC)c1N(COC)C(=O)CCl,-1,1,21,5.9,0,55,0.2,-7
O=[N+]([O-])c1cccnc1N1CCCNCC1,5,10,-38,-2.0,6,-1,0.0,3
O=C(O)CCn1cc(C=C2C(=O)NC(=S)NC2=O)c(-c2ccccc2)n1,2,-1,0,-1.5,0,16,0.2,-4

Carrying on.
mol,ERp5 block,PAX8 inh HTS,EWS-Fli block,F508del corr,ARNT TACC3 PPI,GSIS activator,Xi reactivation,DENV2 CPE rescue
COC12C(COC(N)=O)C3=C(C(=O)C(C)=C(N)C3=O)N1CC1C2N1C (centres undefined),6,·,24,3.8,0,8,·,?
CC12CCC3C(CCC4CC(=O)OCC43C)C1CCC2O (centres undefined),-5,-13,10,-1.8,-6,·,0.0,-12
O=C1NCN(c2ccccc2)C12CCN(C(c1ccnc3ccccc13)c1nnnn1C1CCCC1)CC2 (centres undefined),2,1,14,-3.4,·,1,0.0,-11
COC(=O)C1=C(c2ccc(Cl)c(C(F)(F)F)c2)C[C@@H]2CC[C@H]1N2C(=O)NCC1CC1,4,17,7,0.8,2,-33,0.0,-3

Looked up one by one from above (2):
mol,ERp5 block,PAX8 inh HTS,EWS-Fli block,F508del corr,ARNT TACC3 PPI,GSIS activator,Xi reactivation,DENV2 CPE rescue
COC12C(COC(N)=O)C3=C(C(=O)C(C)=C(N)C3=O)N1CC1C2N1C (centres undefined),6,·,24,3.8,0,8,·,?
CC12CCC3C(CCC4CC(=O)OCC43C)C1CCC2O (centres undefined),-5,-13,10,-1.8,-6,·,0.0,-12
